GPR55 beta-arrestin: GPR55 agonists via beta-arrestin recruitment, primary screen, imaging, U2OS cells, beta-arrestin-GFP redistribution (AID 1961); U2OS GPR55 beta-arrestin-GFP redistribution imaging; higher % means a stronger effect; 290,000 tested, 0.048% active; one-dose activation, % at 10 µM; EC50 in µM for titrated hits;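 active = activation above 40% with more than 50 cells counted in the well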;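 also: U2OS osteosarcoma cells stably expressing GPR55 and beta-arrestin-GFP; plate controls were DMSO negative control for no effect and LPI positive control for full effect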
KOR beta-arrestin-1: KOR agonists, beta-arrestin recruitment, primary screen, cell-based, luminescence, uHTS (AID 1777) | KOR beta-arrestin recruitment, luminescence; higher % means a stronger effect | one-dose activation, % at 10 µM; EC50 in µM for titrated hits | 280,000 tested, 0.02% active; in the data active = activation above about 50%, passing the limit was not always enough; also: a part of the inactive calls stands beside numbers as strong as those of hits
NOD1 NF-kB reporter: NOD1 signaling inhibitors, primary screen, cell-based, luminescence, uHTS (AID 1578) | NOD1-driven NF-kB luciferase reporter cells, luminescence; higher % means a stronger effect | inhibition, % at 4 µM, or EC50 in µM where a hit was titrated | 290,000 tested, 1% active; in the data active = inhibition mostly above about 36%, no sharp cut-off; inactive = mostly below about 34%;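 also: HEK-293T reporter cells stimulated with the NOD1 agonist gamma-tri-DAP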
KOR beta-arrestin-2: kappa opioid receptor blockers – cell-based, luminescence, uHTS (AID 1778); inhibition, % at 10 µM, or IC50 in µM where a hit was titrated; 290,000 tested, 0.091% active; KOR beta-arrestin recruitment, luminescence, antagonist mode; higher % means a stronger effect; in the data active = inhibition above about 50%; also: strong numbers were not always called active
SIAH1 antagonists: blockers of Siah-1 interaction with plectin peptide – biochemical, fluorescence polarization, rhodamine-plectin, uHTS, primary screen (AID 1817). Siah-1 / rhodamine-plectin peptide fluorescence polarization; higher % means a stronger effect. one-dose displacement, % at 20 µM; IC50 in µM for titrated hits. 290,000 tested, 0.02% active;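 active = displacement of at least 50% at 20 µM, with a fluorescence ratio check between 0.3 and a set limit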;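 also: plate controls were Siah plus tracer with DMSO for no effect and tracer alone without Siah for full effect; strong numbers were not always called active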
GPR35 arrestin U2OS: GPR35 antagonists blocking zaprinast-driven arrestin recruitment, primary screen, imaging, U2OS, beta-arrestin-GFP, zaprinast agonist (AID 2058). U2OS GPR35 beta-arrestin-GFP translocation imaging, zaprinast antagonism; higher % means a stronger effect. 290,000 tested, 0.052% active. inhibition, % at 10 µM; hits with a dose series show IC50 in µM;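 active = inhibition of at least 50% with at least 30 cells and total cytoplasm GFP at most 10,000,000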
GPR55 LPI antagonism: inhibition of LPI-stimulated GPR55 beta-arrestin translocation – imaging, U2OS, beta-arrestin-GFP, LPI agonist, primary screen (AID 2013) | U2OS GPR55 beta-arrestin-GFP translocation imaging, LPI antagonism; higher % means a stronger effect | inhibition, % at 10 µM; hits with a dose series show IC50 in µM | 290,000 tested, 0.13% active;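 active = spots per cell inhibited over 60%, with over 100 cells counted and total cytoplasm intensity under 500,000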;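 also: U2OS cells stably carrying GPR55 and arrestin-GFP stimulated by 5 µM LPI near EC80; imaged beta-arrestin-GFP aggregate spots per cell after agonist stimulation; plate controls were LPI-stimulated DMSO wells for no effect and DMSO wells without LPI for full effect; some results filed as inactive read as strong as hits; confirmed hits need IC50 under 10 µM and bright autofluorescent wells are also inconclusive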
AID2073: inhibitors of Mint1-CaV2.2 protein interaction, biochemical, HTRF (AID 2073). HTRF protein-protein interaction, Mint1-CaV2.2; higher % means a stronger effect. inhibition, % at 20 µM; hits with a dose series show IC50 in µM. 290,000 tested, 0.19% active; in the data active = inhibition mostly above about 51%, no sharp cut-off; also: some results filed as inactive read as strong as hits
HIV peptide binding: cell-free HIV fusion peptide-binding blockers – biochemical, uHTS, fluorescence dequenching, primary screen (AID 1986). cell-free peptide binding, fluorescence dequenching, 30 min; higher % means a stronger effect. 290,000 tested, 0.3% active. inhibition, % at 20 µM; hits with a dose series show IC50 in µM; in the data active = inhibition mostly above about 52%, no sharp cut-off; inactive = mostly below about 76%; also: some results filed as inactive read as strong as hits
An asterisk follows results filed as active; · = no result given; [ ] = another dose, or the depositor's remark.

item	Structure	GPR55 beta-arrestin	KOR beta-arrestin-1	NOD1 NF-kB reporter	KOR beta-arrestin-2	SIAH1 antagonists
1	CSc1nncc(/C(C)=N\Nc2ccccc2C)n1	0.5%	-4.4%	-29%	27%	-1%
2	COc1cc(SC)ccc1C(=O)Nc1c(Cl)cncc1Cl	-0.1%	-0.9%	7%	-3%	9%
3	CCCCOc1ccc(NC(=O)CSCC(=O)OCC)cc1	-0.3%	-2.4%	-11%	-31%	8%
4	COc1cccc2sc(Nc3nc(-c4ccncc4)cs3)nc12	-0.2%	4.3%	18%	-22%	-12%
5	O=C(O)c1cc(N/N=C/c2c[nH]c3ccccc23)ccc1Cl	-0.2%	-1.2%	-32%	-43%	-4%
6	O=C(O)CCC(NC(=O)C1CCCN1C(=O)OCc1ccccc1)C(=O)O (configuration not stated)	0.3%	6.5%	-5%	-26%	-7%
7	COCCCNC(=O)c1cc(OC)c(OC)c(OC)c1	-0.2%	-4.0%	0%	22%	2%
8	CCN(Cc1cnn(C)c1)C(=O)CC1C(=O)NCCN1Cc1cccc(OC)c1OC (configuration not stated)	-0.2%	1.1%	-40%	-28%	-4%

item	GPR35 arrestin U2OS	GPR55 LPI antagonism	AID2073	HIV peptide binding
1	-12%	-5%	-3%	-1.6%
2	-16%	9%	8%	0.7%
3	19%	15%	-4%	0.7%
4	-16%	-15%	31%	1.2%
5	-9%	-4%	-2%	24%
6	2%	-8%	2%	0.1%
7	3%	9%	6%	0.8%
8	-1%	12%	8%	1.2%

3 compounds from above, sorted by molecular weight, high to low.
item	Structure	GPR55 beta-arrestin	KOR beta-arrestin-1	NOD1 NF-kB reporter	KOR beta-arrestin-2	SIAH1 antagonists
3	CCCCOc1ccc(NC(=O)CSCC(=O)OCC)cc1	-0.3%	-2.4%	-11%	-31%	8%
5	O=C(O)c1cc(N/N=C/c2c[nH]c3ccccc23)ccc1Cl	-0.2%	-1.2%	-32%	-43%	-4%
7	COCCCNC(=O)c1cc(OC)c(OC)c(OC)c1	-0.2%	-4.0%	0%	22%	2%

item	GPR35 arrestin U2OS	GPR55 LPI antagonism	AID2073	HIV peptide binding
3	19%	15%	-4%	0.7%
5	-9%	-4%	-2%	24%
7	3%	9%	6%	0.8%

Next results follow.
item	Structure	GPR55 beta-arrestin	KOR beta-arrestin-1	NOD1 NF-kB reporter	KOR beta-arrestin-2	SIAH1 antagonists
9	COc1ccc(CC(=O)N2CCC(n3nccc3NC(=O)C3CCOC3)CC2)cc1 (configuration not stated)	0.0%	-2.1%	-18%	2%	12%
10	CC(=O)[C@H]1[C@H](CCc2ccccc2)NC(=O)N(Cc2ccccc2)[C@@H]1C	-0.2%	-0.2%	-1%	14%	3%
11	O=C(COC(=O)c1ncc(Cl)c(Cl)c1Cl)c1ccc(Cl)s1	0.3%	3.9%	10%	-11%	-6%
12	O=[N+]([O-])c1ccc(-c2ncc(-c3ccc(Br)cc3)o2)cc1	-0.1%	6.3%	-16%	4%	4%
13	COc1cccc(/C=N/Nc2ccc(C(=O)O)cc2)c1O	0.1%	-3.6%	104%*	12%	-9%
14	O=C(Nc1ccc(N2CCN(C(=O)c3ccco3)CC2)cc1)c1ccccc1F	0.2%	-5.1%	-10%	-32%	3%
15	Cc1c(Cl)cccc1NC(=O)COC(=O)CN1C(=O)NC(C)(C)C1=O	-0.1%	3.1%	-4%	-8%	-1%
16	O=C(NCCCN1CCOCC1)c1ccc(NS(=O)(=O)c2cccc([N+](=O)[O-])c2)cc1	-0.2%	-0.5%	-19%	-4%	-1%

item	GPR35 arrestin U2OS	GPR55 LPI antagonism	AID2073	HIV peptide binding
9	-10%	8%	9%	-0.9%
10	-6%	-8%	6%	-1.5%
11	10%	-21%	-2%	3.4%
12	13%	-9%	7%	2.8%
13	2%	10%	-8%	-0.6%
14	17%	-2%	-3%	-2.1%
15	-2%	5%	4%	0.6%
16	-6%	-8%	-2%	1.5%

Additional results follow:
item	Structure	GPR55 beta-arrestin	KOR beta-arrestin-1	NOD1 NF-kB reporter	KOR beta-arrestin-2	SIAH1 antagonists
17	COc1cccc(C(C(=O)NC2CCCC2)N(Cc2ccc(C)cc2)C(=O)c2ccco2)c1OC (configuration not stated)	-0.4%	-1.7%	-16%	-12%	4%
18	O=C(NCCNC(=O)C(F)(F)F)c1ccncc1	-0.2%	-9.7%	5%	18%	-8%
19	O=C(NC1CCN(Cc2ccccc2)CC1)c1cccc(Br)c1	0.5%	-3.6%	-3%	-16%	2%
20	COc1ccc(-c2ccc([C@H]3[C@H]4C=CC[C@@H](C)[C@@H]4C(=O)N3Cc3ccccc3)c(F)c2)cc1C	0.7%	8.3%	-4%	31%	4%
21	COc1ccc(N=C2S/C(=C\c3ccco3)C(=O)N2CC(C)C)cc1	-0.1%	0.3%	·	-15%	-2%
22	Cc1nc(C(=O)NCCC(C)C)sc1C1(C)CC(c2cccc([N+](=O)[O-])c2)=NO1 (configuration not stated)	-0.1%	-2.0%	0%	35%	-3%
23	O=C(c1oc2ccccc2c1CSCc1ccccc1)N1CCN(c2ncccn2)CC1	0.7%	4.5%	-5%	-7%	0%
24	CC1CCc2sc(C(=O)N/N=C/c3ccc([N+](=O)[O-])cc3)cc2C1 (configuration not stated)	-0.4%	-5.1%	-17%	5%	19%

item	GPR35 arrestin U2OS	GPR55 LPI antagonism	AID2073	HIV peptide binding
17	3%	1%	12%	-0.8%
18	12%	-4%	4%	2.3%
19	-11%	12%	6%	-0.7%
20	-5%	3%	15%	2.2%
21	-11%	-3%	-1%	-3.7%
22	13%	5%	-6%	-1.2%
23	3%	7%	3%	0.2%
24	5%	19%	22%	-5.9%

Profiles, looked up by structure. Values in the order: GPR55 beta-arrestin | KOR beta-arrestin-1 | NOD1 NF-kB reporter | KOR beta-arrestin-2 | SIAH1 antagonists | GPR35 arrestin U2OS | GPR55 LPI antagonism | AID2073 | HIV peptide binding
`CC(=O)[C@H]1[C@H](CCc2ccccc2)NC(=O)N(Cc2ccccc2)[C@@H]1C` is listed with -0.2% | -0.2% | -1% | 14% | 3% | -6% | -8% | 6% | -1.5%
`O=C(O)CCC(NC(=O)C1CCCN1C(=O)OCc1ccccc1)C(=O)O` (configuration not stated) is listed with 0.3% | 6.5% | -5% | -26% | -7% | 2% | -8% | 2% | 0.1%

New compounds follow:
item	Structure	GPR55 beta-arrestin	KOR beta-arrestin-1	NOD1 NF-kB reporter	KOR beta-arrestin-2	SIAH1 antagonists
25	COc1cccc(CNC(=O)CCNS(=O)(=O)c2cccs2)c1	-0.1%	2.1%	-26%	31%	1%
26	CN(CCCNC(=O)CSc1cc(=O)n(C)c2ccc(Cl)cc12)Cc1ccccc1	0.1%	7.6%	-16%	-47%	-5%
27	COc1ccc(C2C(C#N)=C(N)Oc3cccc(O)c32)cc1 (configuration not stated)	0.5%	-4.9%	-7%	-8%[20 µM]	-3%
28	O=C(O)Cc1ccc(Nc2cnn(C34CC5CC(CC(CC(=O)O)(C5)C3)C4)c(=O)c2Cl)cc1	-0.1%	-1.9%	-4%	9%	8%
29	COc1ccc(CC(=O)N2N=C(C)CC2(O)C(F)(F)F)cc1 (configuration not stated)	-0.4%	3.8%	-9%	-7%	6%
30	COC(=O)c1cc(S(=O)(=O)N2CCC(C)CC2)ccc1F	-0.3%	-3.1%	7%	-37%	-1%
31	Cn1cc(CN2CCC(C(O)c3cccs3)CC2)c(-c2cccc(Cl)c2)n1 (configuration not stated)	0.0%	1.3%	-26%	-26%[20 µM]	2%
32	c1ccc(-c2cc(-c3nnc4n3N=C(c3ccc5ccccc5c3)CS4)[nH]n2)cc1	0.8%	12%	-10%	-78%	2%

item	GPR35 arrestin U2OS	GPR55 LPI antagonism	AID2073	HIV peptide binding
25	23%	1%	3%	3.5%
26	-2%	26%	4%	0.5%
27	10%	-3%	16%	13%
28	-7%	16%	-12%	-1.9%
29	-4%	6%	10%	2.4%
30	-6%	-1%	-3%	-2.0%
31	-4%	0%	0%	0.0%
32	-11%	-9%	18%	-1.2%

Next part:
item	Structure	GPR55 beta-arrestin	KOR beta-arrestin-1	NOD1 NF-kB reporter	KOR beta-arrestin-2	SIAH1 antagonists
33	Cn1c(C(O)c2ccc(Br)cc2)nc(Cl)c1Cl (configuration not stated)	-0.1%	0.2%	-5%	22%	4%
34	CC(=O)c1ccc(NC(=O)C2(S(=O)(=O)c3ccccc3)CC2)cc1	-0.2%	0.9%	-33%	-1%	6%
35	CC1CCCN(c2ncnc3c2cnn3-c2ccc(Cl)cc2)C1 (configuration not stated)	-0.1%	-3.5%	72%*	8%	-7%
36	Cc1ccc(S(=O)(=O)Nc2cc(-c3ccccc3)nn2C)cc1Cl	0.7%	3.1%	-2%	-24%	-4%
37	COC(=O)c1cnc(NNC(=O)c2ccc([N+](=O)[O-])cc2)nc1C(F)(F)F	0.5%	-2.0%	6%	29%	-1%
38	Cc1ccc(N(Cc2ccc(C(=O)Nc3c(C)n(C)n(-c4ccccc4)c3=O)cc2)S(C)(=O)=O)cc1C	0.1%	-1.4%	-3%	1%	1%
39	CCOc1ccccc1OCCOCCN1CC(C)OC(C)C1 (configuration not stated)	0.1%	-2.5%	-20%	1%	5%
40	CCc1c(O)nc(SCC(=O)Nc2nc3ccccc3s2)n(C2CCCCC2)c1=O	-0.1%	1.6%	3%	0%	2%

item	GPR35 arrestin U2OS	GPR55 LPI antagonism	AID2073	HIV peptide binding
33	-4%	2%	-18%	-0.3%
34	8%	-1%	10%	0.0%
35	25%	5%	11%	-1.4%
36	-13%	-11%	2%	9.0%
37	8%	-8%	-5%	-2.9%
38	-2%	2%	-2%	-0.7%
39	-14%	15%	-4%	1.9%
40	-2%	8%	4%	11%

(further entries)
item	Structure	GPR55 beta-arrestin	KOR beta-arrestin-1	NOD1 NF-kB reporter	KOR beta-arrestin-2	SIAH1 antagonists
41	Cc1ccc(NCN2C(=O)C(=O)c3ccccc32)nc1	0.3%	-1.0%	-12%	-147%	3%
42	COc1ccc(-c2nnn(CC(=O)N(CCCO)C(C(=O)NC3CCCC3)c3ccc(F)cc3)n2)cc1 (configuration not stated)	-0.1%	·	-30%	-2%[20 µM]	-1%
43	Cc1ccc(S(=O)(=O)N2CCN(c3ccnc4cc(Cl)ccc34)CC2)cc1C	-0.1%	0.9%	-22%	-3%	6%
44	CCOC(=O)/C=C/C(=O)Nc1ccc(S(=O)(=O)N2CCc3ccccc32)cc1	-0.3%	2.1%	23%	-54%[20 µM]	0%
45	N#Cc1cccc(NC(=O)CNC(=O)Cc2ccccc2)c1	-0.1%	1.9%	-17%	-1%	-1%

item	GPR35 arrestin U2OS	GPR55 LPI antagonism	AID2073	HIV peptide binding
41	-1%	-9%	-6%	1.5%
42	4%	9%	1%	1.4%
43	-10%	2%	20%	0.7%
44	0%	4%	23%	5.2%
45	-4%	-5%	-1%	0.3%

The list is partial; the hit share may differ from the screen's.
